From PubChem BioAssay
BAZ2B inh = blocks human BAZ2B; hit rate 4.4% among 360,000; Q9UIF8; Potency, µM (titrated, usually from 114 µM), without a hit: top-dose activity change, negative = inhibition, most hits filed as inhibitors; AlphaScreen BAZ2B-H3K14Ac peptide displacement; AID 504333; also: potency is read from the fitted curve at half-maximal effect; % is scaled to controls: 0 for no effect and ±100 for the full control effect; nearly all actives have a fitted effect of over 60% in size
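Complex of BAZ2B and biotin-H3K14Ac (50 nM apiece) forms over 30 min at RT, then faces library compounds up to 110 uM for another 30 min; AlphaScreen beads added, 20 min dark incubation, luminescence read.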
PI4K2A block = inhibitors of human PI4K2A. Q9BTU6. purified PI4K2A, ADP-Glo luminescence, 1 h; hits give low values. activity change, negative = inhibition, % at 76.9 µM. hit rate 0.13% among 420,000. AID 1346378; in the data active = activity change below about -50%; inconclusive = mostly about -30% to -49%;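 also: -100% = wells without enzyme as full effect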
Target sequence (Q9BTU6 whole entry, looked up): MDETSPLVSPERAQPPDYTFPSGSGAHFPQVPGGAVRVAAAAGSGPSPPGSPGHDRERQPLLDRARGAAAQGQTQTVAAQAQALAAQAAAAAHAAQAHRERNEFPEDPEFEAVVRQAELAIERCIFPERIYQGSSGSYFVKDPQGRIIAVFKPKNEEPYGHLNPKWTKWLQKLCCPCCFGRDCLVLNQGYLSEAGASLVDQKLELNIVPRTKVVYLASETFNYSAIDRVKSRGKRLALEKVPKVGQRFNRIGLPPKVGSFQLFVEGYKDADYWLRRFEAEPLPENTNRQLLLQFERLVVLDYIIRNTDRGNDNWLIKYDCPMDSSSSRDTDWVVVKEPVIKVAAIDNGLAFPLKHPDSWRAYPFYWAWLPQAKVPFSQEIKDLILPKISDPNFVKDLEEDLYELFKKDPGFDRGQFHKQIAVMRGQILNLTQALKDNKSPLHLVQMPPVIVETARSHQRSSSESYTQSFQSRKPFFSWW
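In this quantitative HTS, ADP production by PI4K2A was quantified luminescently after 1 h at ambient temperature; 100 microM adenosine served as plate-quality control.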
Pol eta inh = blocks human DNA polymerase eta activity | Q9Y253 | hit rate 1.2% among 390,000 | AID 588591 | recombinant Pol eta, fluorescent DNA replication assay | Potency, µM (series often up to 114 µM), for inactives: at the top dose activity change, negative = inhibition, usual class: inhibitors; also: potency is read from the fitted curve at half-maximal effect; % is scaled to controls: 0 for no effect and ±100 for the full control effect
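Fluorescent replication assay: 50 nM final substrate added after a 15 min room-temperature compound preincubation with 10 nM enzyme. Signal taken at 0 min and again at 10 min.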
HP1b binding inh = blocks HP1-beta chromodomain binding to methylated histone tails | AlphaScreen HP1-beta / biotin-H3K9me3 peptide binding | P83916 | Potency, µM (titrated, usually from 114 µM), for inactives: at the top dose activity change, negative = inhibition, usual class: inhibitors | AID 540317 | hit rate 0.56% among 390,000; also: potency is read from the fitted curve at half-maximal effect; nearly all actives have a fitted effect of over 70% in size; inactives centre near 23
Target sequence (P83916 whole entry, looked up): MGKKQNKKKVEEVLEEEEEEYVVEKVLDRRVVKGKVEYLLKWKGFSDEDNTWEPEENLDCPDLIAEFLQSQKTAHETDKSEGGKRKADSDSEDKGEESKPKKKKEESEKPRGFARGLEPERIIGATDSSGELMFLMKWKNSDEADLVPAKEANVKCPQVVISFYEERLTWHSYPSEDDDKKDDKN
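AlphaScreen: HP1-beta (50 nM) preformed 30 min with biotin-H3(1-18)K9me3 peptide (50 nM) in PBS pH 7.4, 0.01% Tween-20. Compound added for 30 min at RT, then streptavidin donor/nickel chelate acceptor beads (10 ug/mL) for 30 min.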
PGK inhibitor = blocks T. brucei phosphoglycerate kinase; Potency, µM (series often up to 57.5 µM), for inactives: top-dose activity change, negative = inhibition, actives largely listed as inhibitors; hit rate 0.043% among 380,000; P07378; PGK/GAPDH coupled, Kinase-Glo luminescence, 60 min; also: potency is read from the fitted curve at half-maximal effect; % is scaled to controls: 0 for no effect and ±100 for the full control effect; nearly all actives have a fitted effect of over 60% in size
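Recombinant glycosomal PGK reaction used 1,3-bisphosphoglycerate generated in-well by GAPDH (100nM final) in 100mM TEA pH 7.6, 5mM MgCl2, 0.01% Tween-20. After 60 minutes at room temperature, ATP was read by Kinase-Glo Plus luminescence end-point.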
G9a inh = blocks human histone lysine methyltransferase G9a; AID 504332; hit rate 8.8% among 350,000; Potency, µM (top dose mostly 102 µM), without a hit: at the top dose activity, negative = inhibition, hits mostly inhibitors; G9a H3K9 monomethylation, AlphaScreen, 2 h; also: potency is read from the fitted curve at half-maximal effect; % is scaled to controls: 0 for no effect and ±100 for the full control effect; nearly all actives have a fitted effect of over 75% in size
Target sequence (Q96KQ7 913-1193 limits assumed): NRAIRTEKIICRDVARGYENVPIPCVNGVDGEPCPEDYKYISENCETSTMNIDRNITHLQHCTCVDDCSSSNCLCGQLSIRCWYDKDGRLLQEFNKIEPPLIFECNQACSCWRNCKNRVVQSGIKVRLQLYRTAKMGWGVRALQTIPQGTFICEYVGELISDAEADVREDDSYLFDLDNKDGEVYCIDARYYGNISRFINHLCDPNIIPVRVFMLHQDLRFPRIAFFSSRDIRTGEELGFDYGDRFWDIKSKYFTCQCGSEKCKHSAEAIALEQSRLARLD
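Quantitative HTS format: methyltransferase activity on a biotin-tagged H3K9 peptide is measured by AlphaScreen, using a rabbit anti-monomethyl-H3K9 antibody with streptavidin donor and anti-IgG acceptor beads. Final levels are 20 nM enzyme, 500 nM peptide, 20 uM SAM; 2 h RT.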
JMJD2A Tudor inh = blocks the human JMJD2A Tudor domain; O75164; AlphaScreen JMJD2A-Tudor / H3K4me3 peptide binding; Potency, µM (titrated, usually from 114 µM), for the others: top-dose activity change, negative = inhibition, usual class: inhibitors; hit rate 4.4% among 390,000; AID 504339; also: potency is read from the fitted curve at half-maximal effect; % is scaled to controls: 0 for no effect and ±100 for the full control effect; nearly all actives have a fitted effect of over 50% in size
Pin1 inh = inhibitors of human Pin1; Q13526; Pin1 FP peptide displacement, HiFluor488, 10 min; Potency, µM (titrated, usually from 115 µM), for inactives: at the highest dose activity, negative = inhibition, actives largely listed as inhibitors; hit rate 0.009% among 390,000; active = well fitted inhibition curve with a large enough effect in the polarisation, with a control signal flat, not every such curve was filed as active; inconclusive = small, poorly fitted or top-dose-only effect, or effect the other way, or a change in a side signal; inactive = no such curve, though single readings can be large or run the other way; the % refers to the polarisation; also: potency is read from the fitted curve at half-maximal effect; % is scaled to controls: 0 for no effect and ±100 for the full control effect
GLS inhibitor = inhibitors of human glutaminase (GLS). GLS enzymatic activity, qHTS titration. AID 624170. O94925. Potency, µM (titrated, usually from 45.5 µM), for inactives: at the highest dose activity change, negative = inhibition, actives largely listed as inhibitors. hit rate 0.21% among 410,000; also: potency is read from the fitted curve at half-maximal effect; % is scaled to controls: 0 for no effect and ±100 for the full control effect
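Compounds were pin-transferred onto hKGA, after which L-glutamine (1 mM solution) and a detection mix of glutamate oxidase, HRP and Amplex Red were added. Initial and 30 min RT fluorescence reads were collected.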
* marks the source's active call; other numbers are inactive results; i = inactive; ? = inconclusive; / = not tested or not shown; & = joins results of further samples; [ ] = dose if it differs, or a comment. Unless noted, calls follow the shape of the dose curve; as a rule, active = well fitted curve in the direction sought with a large enough effect; inconclusive = small, poorly fitted or top-dose-only effect, or another doubt; inactive = no such curve, though single readings can be large; an effect the other way counts as inactive or inconclusive. Not all compounds are listed; count on the stated rates, not on these rows.

The opening 9 records, to show the layout:
SMILES | BAZ2B inh | PI4K2A block | Pol eta inh | HP1b binding inh | PGK inhibitor | G9a inh | JMJD2A Tudor inh | Pin1 inh | GLS inhibitor
O=C(Nc1ccccc1C(=O)NCc1ccccc1)c1ccccc1 | 5% | -1 | -15% | 23% | -5% | -3%[59 µM] | -11% | -1% | -3%
Cc1cccc(CCNC(=O)C2CCN(S(=O)(=O)c3c(C)noc3C)CC2)c1 | 6% | -2 | 0% | 25% | / | 17% | -5% | -5% | 5%
COc1ccc(C(CNC(=O)c2ccc(N3CCCC3=O)cc2)N(C)C)cc1 (stereo not given) | -8% | -5 | -3% | 29% | -3% | ? | -7% | -1% | 10%
Cc1ccc(NC(=O)C2SC(=Nc3ccccc3)C(C(=O)Nc3ccc(Cl)cc3)=C2N)cc1 (stereo not given) | -34% | -10 | -12% | 15% | 13% | ? | ? | 4% | 10%
O=c1[nH]c2ccccc2[nH]c1=O | -4% | 2 | -4% | 27% | i | 24% | 4%[11.4 µM] | 4% | 9%
CCn1cc(/C=C(\NC(=O)c2ccc(C)cc2)C(=O)NCCCN2CCOCC2)c2ccccc21 | -31% | -2 | -8% | 10% | -2% | -9%[12.7 µM] | -22% | 9% | 1%
CCOc1ncccc1C(=O)OCC(=O)Nc1ccc(C)c(S(=O)(=O)N(C)C)c1 | 2% | 0 | -6% | 20% | -6% | -6% | -20% | -16% | 0%
O=C(O)CC(C(=O)Nc1ccc(Cl)c(Cl)c1)C1CCCO1 (stereo not given) | -20% | 2 | -12% | 33%[activator] | -8%[11.5 µM] | 1%[59 µM] | -1% | 5% | -6%
CCOC(=O)c1cc2ccccc2nc1C | ? | 1 | -14% | 59% | -7% | -10% | 0% | -8% | 3%

Results, previewed entries included:
SMILES | BAZ2B inh | PI4K2A block | Pol eta inh | HP1b binding inh | PGK inhibitor | G9a inh | JMJD2A Tudor inh | Pin1 inh | GLS inhibitor
O=C(Nc1ccccc1C(=O)NCc1ccccc1)c1ccccc1 | 5% | -1 | -15% | 23% | -5% | -3%[59 µM] | -11% | -1% | -3%
Cc1cccc(CCNC(=O)C2CCN(S(=O)(=O)c3c(C)noc3C)CC2)c1 | 6% | -2 | 0% | 25% | / | 17% | -5% | -5% | 5%
COc1ccc(C(CNC(=O)c2ccc(N3CCCC3=O)cc2)N(C)C)cc1 (stereo not given) | -8% | -5 | -3% | 29% | -3% | ? | -7% | -1% | 10%
Cc1ccc(NC(=O)C2SC(=Nc3ccccc3)C(C(=O)Nc3ccc(Cl)cc3)=C2N)cc1 (stereo not given) | -34% | -10 | -12% | 15% | 13% | ? | ? | 4% | 10%
O=c1[nH]c2ccccc2[nH]c1=O | -4% | 2 | -4% | 27% | i | 24% | 4%[11.4 µM] | 4% | 9%
CCn1cc(/C=C(\NC(=O)c2ccc(C)cc2)C(=O)NCCCN2CCOCC2)c2ccccc21 | -31% | -2 | -8% | 10% | -2% | -9%[12.7 µM] | -22% | 9% | 1%
CCOc1ncccc1C(=O)OCC(=O)Nc1ccc(C)c(S(=O)(=O)N(C)C)c1 | 2% | 0 | -6% | 20% | -6% | -6% | -20% | -16% | 0%
O=C(O)CC(C(=O)Nc1ccc(Cl)c(Cl)c1)C1CCCO1 (stereo not given) | -20% | 2 | -12% | 33%[activator] | -8%[11.5 µM] | 1%[59 µM] | -1% | 5% | -6%
CCOC(=O)c1cc2ccccc2nc1C | ? | 1 | -14% | 59% | -7% | -10% | 0% | -8% | 3%
CCSC1=C(C#N)C(c2ccccc2Cl)C(C(=O)c2cccs2)C(O)(C(F)(F)F)N1 (stereo not given) | -8% | 2 | -4% | 45% | 7% | 10µM* | -17%[57.1 µM] | 46%[activator] | 11%
CC(C)CC1Nc2ncnc(N3CCOCC3)c2N(Cc2ccccc2)C1=O (stereo not given) | / | -5&1 | -3% | 44%[activator] | -5% | / | -19% | -12% | 3%&3%
COc1cc(CCC(=O)Nc2ccncc2Cl)cc(OC)c1OC | 3% | 6 | -10% | 10% | 3% | 54%[activator] | -14% | -6% | 5%
Cc1ccc2nc(NC(=O)[C@H](C)N3C(=O)C4CC=CCC4C3=O)sc2c1 (stereo not given in full) | ? | -4 | -20% | 19% | -2% | -34% | -9% | 5% | -7%
Cc1cc(C)nc(NS(=O)(=O)c2ccc(NS(=O)(=O)c3ccsc3)cc2)n1 | 5% | 4 | -11% | 36% | -5% | / | -17% | -1% | -12%
CC1Oc2ccccc2N(CC(=O)N2CCCCCC2)C1=O (stereo not given) | 4% | 2 | -3% | -4% | -2% | ? | -2% | 1% | 10%
C[C@H](NS(=O)(=O)c1ccc(Cl)cc1)C(=O)OCC(=O)NCCc1ccc(S(N)(=O)=O)cc1 | / | -4 | -2% | 24% | -2% | / | 1% | -1% | 0%
N#C/C(=C/c1cccc([N+](=O)[O-])c1)C(=O)Nc1ccccc1O | -31% | 10 | 0% | 2% | -3% | ? | ? | -12% | -10%
CCn1c(C)c(C)c2cc(C(=O)NCCCN3CCCCCC3)ccc21 | 56µM* | 3 | -6% | -19% | -4% | ? | 56µM* | 19% | 18%
Cc1cc(NC(=O)Cn2cc([N+](=O)[O-])cn2)n(Cc2ccc(F)cc2)n1 | -34% | 2 | -11% | 23% | 0% | 7% | -20% | -4% | 3%
Cn1c(=O)c2c(ncn2CC(=O)NC[C@H]2O[C@@H](n3cnc4c(N)ncnc43)[C@H](O)[C@@H]2O)n(C)c1=O | / | -11 | -11% | 76%[activator] | i | / | -9% | 0% | -4%
Cc1cccc(C(=O)NNC(=O)c2ccco2)c1 | -4% | 1 | 3% | 50%[activator] | -3% | -2%[59 µM] | -6% | -8% | 19%
COc1ccc(-c2cc(-c3ccccc3)nc(N)n2)c(O)c1 | / | 12 | 2% | 14% | -1% | / | -24% | 12% | 2%
COc1cccc(NC(=O)CN2C(=O)c3ccccc3Sc3ncccc32)c1 | -16% | 1 | 7% | 25% | -1% | -4%[59 µM] | -28% | -13% | 8%
COCCCNC(=S)Nc1ccccc1C | 9% | -2 | 2% | 57%[activator] | -10% | 1%[59 µM] | -13% | -5% | 6%
O=C1C2C3C=CC(C3=C3CCCCC3)C2C(=O)N1c1ccccc1 (stereo not given) | 12% | -5 | 0% | 24% | 3% | -49%[12.7 µM] | -16% | 4% | -12%
O=C(Nc1ccc(F)cc1)N1CCN(c2ccccc2F)CC1 | 7% | -2 | -9% | 37% | 0% | 13%[59 µM] | -1% | 1% | 6%
CC(C)(C)N(CC#CCC(O)(c1ccccc1)c1ccccc1)CCO | 79µM* | -6 | -7% | -11% | -2% | 8.9µM* | 22µM* | 0% | 0%
Cn1cc([N+](=O)[O-])c(C(=O)Nc2ccn(C34CC5CC(CC(C5)C3)C4)n2)n1 | 0% | 5 | -22% | 4% | -7% | -4%[59 µM] | -7% | 0% | -7%
COc1ccc(NC2CCCN(C(=O)c3cccnc3)C2)cc1 (stereo not given) | -7% | 9 | 4% | 7%[57 µM] | -11% | 5%[0.501 µM] | -16% | -10% | 17%
COC(=O)c1c(-c2ccc(C(C)(C)C)cc2)csc1NC(=O)C1C2CCC(O2)C1C(=O)O (stereo not given) | -12% | 1 | -23% | ? | -3% | 1.8µM* | ? | -3% | ?
Cc1nnsc1C(=O)NNS(=O)(=O)c1cc(C(F)(F)F)cc(C(F)(F)F)c1 | -24% | 10 | -17% | 39% | 9% | 4% | 2% | -2% | 8%
Cc1ccnc(NC(=O)c2ccc(COc3ccc(Cl)cc3)o2)c1 | ? | 5 | 2% | 30% | i | 17% | 13% | 6% | 9%
Cc1cc(Br)ccc1NC(=O)CN(C)C(=O)c1cc(S(=O)(=O)N(C)C)ccc1N1CCCC1 | -37% | 4 | -20% | 13% | -1% | / | -25% | 2% | 5%
CCOc1ccccc1NC(=O)N1CCCC1C(=O)NCc1cccs1 (stereo not given) | -22% | -3 | -20% | 21% | 7% | 10% | -7% | -16% | -2%
Nc1nc(-c2ccco2)nn1C(=O)CCc1ccccc1 | -29% | 18 | -1% | 20% | -9% | ? | -17% | -2% | 16%
COc1ccc(N(Cc2cccs2)C(=O)COc2cc(C)c(Cl)c(C)c2)cc1 | 18% | -3 | -25% | 87%[activator] | -3% | 54%[activator][59 µM] | 39%[activator] | 0% | 7%
CC1CCCC(C)N1C(=O)COc1ccc(C(=O)N/N=C/c2ccc(C(=O)O)cc2)cc1 (stereo not given) | / | -3 | -1% | 38%[activator] | -2% | -1% | -1% | -2% | 0%
CCCC(C(=O)N(C)CC(=O)Nc1ccc(N2CCOCC2)cc1)c1ccccc1 (stereo not given) | -23% | -1 | -18% | 7% | 1% | 7%[0.501 µM] | -13% | -3% | 23%
CC(C)NC(=O)c1ccc(S(=O)(=O)N(C)C)cc1 | -11% | 2 | -14% | 29% | -9% | -11% | -5% | -2% | -5%
Cc1cc(C)c(NC(=O)Cn2c(=O)n(Cc3ccc(C(=O)NCc4ccc5c(c4)OCO5)cc3)c(=O)c3ccccc32)c(C)c1 | -14% | -8 | ? | 8% | -10% | -8%[59 µM] | -12% | 17% | 0%
CC1=C(C(=O)NCc2cccc(Cl)c2)C2(CCCCCC2)OC1=O | 10% | -9 | -24% | 7% | -1% | 1%[59 µM] | -12% | -5% | -11%
